# Assay outcomes (PubChem BioAssay)
# JMJD2A Tudor = qHTS Assay for Inhibitors of JMJD2A-Tudor Domain | Potency, µM (doses to about 114 µM), inactives show at the highest dose activity change, negative = inhibition, most hits filed as inhibitors | AID 504339, 2011 | AlphaScreen JMJD2A-Tudor / H3K4me3 peptide binding | Lysine-specific demethylase 4A (Homo sapiens), O75164 | 4.4% of 390,000 active; further: on the % scale 0 is the no-effect control and ±100 the full control effect; nearly all actives have a fitted effect of over 50% in size
# BLM inh = qHTS Assay for Inhibitors of Bloom's syndrome helicase (BLM); Potency, µM (titrated, usually from 56.1 µM), for the others: at the highest dose activity change, negative = inhibition, hits mostly inhibitors; RecQ-like DNA helicase BLM (Homo sapiens), P54132; 0.2% of 350,000 active; AID 2528, 2010; recombinant BLM DNA unwinding, fluorescence dequenching;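 further: plate controls were vehicle for no effect and no enzyme for full effect; nearly all actives have a fitted effect of over 35% in size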
# G9a inh = qHTS Assay for Inhibitors of Histone Lysine Methyltransferase G9a; Potency, µM (top dose mostly 102 µM), for inactives: top-dose activity, negative = inhibition, actives largely listed as inhibitors; G9a H3K9 monomethylation, AlphaScreen, 2 h; Histone-lysine N-methyltransferase EHMT2 (Homo sapiens), Q96KQ7; AID 504332, 2011; 8.8% of 350,000 active; further: on the % scale 0 is the no-effect control and ±100 the full control effect; nearly all actives have a fitted effect of over 75% in size
# Target sequence (Q96KQ7 913-1193 limits assumed): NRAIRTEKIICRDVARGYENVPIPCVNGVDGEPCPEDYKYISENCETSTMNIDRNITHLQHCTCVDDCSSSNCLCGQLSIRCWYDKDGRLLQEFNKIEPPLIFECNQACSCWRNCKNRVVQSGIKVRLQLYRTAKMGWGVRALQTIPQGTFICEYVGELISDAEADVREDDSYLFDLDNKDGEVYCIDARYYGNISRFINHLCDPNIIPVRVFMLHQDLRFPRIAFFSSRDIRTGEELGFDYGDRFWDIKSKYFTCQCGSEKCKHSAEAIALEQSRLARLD
#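 AlphaScreen detection with an anti-monomethyl H3K9 antibody quantified product after a 2 h room-temperature reaction containing 500 nM biotinylated H3K9 peptide, 20 µM SAM and 20 nM enzyme, which had been preincubated 15 min with compound.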
# POLI inh = qHTS for Inhibitors of Polymerase Iota; Pol iota fluorescent replication assay, 10 min; Potency, µM (titrated, usually from 115 µM), inactives show at the top dose activity, negative = inhibition, actives largely listed as inhibitors; 1% of 390,000 active
#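 Pol iota at 10 nM preincubated 15 min with compounds at room temperature; reaction started with fluorescent substrate, 50 nM final. Fluorescence read kinetically at 0 and 10 min; buffer-only wells as negative control.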
# Pin1 inh = qHTS Assay to Find Inhibitors of Pin1; Peptidyl-prolyl cis-trans isomerase NIMA-interacting 1 (Homo sapiens), Q13526; Pin1 FP peptide displacement, HiFluor488, 10 min; Potency, µM (titrated, usually from 115 µM), for inactives: at the highest dose activity, negative = inhibition, most hits filed as inhibitors; 0.009% of 390,000 active; AID 504891, 2011; active means well fitted inhibition curve with a large enough effect in the polarisation, with a control signal flat, not every such curve was filed as active; inconclusive means small, poorly fitted or top-dose-only effect, or effect the other way, or a change in a side signal; inactive means no such curve, though single readings can be large or run the other way; the % refers to the polarisation; further: on the % scale 0 is the no-effect control and ±100 the full control effect
# Tb PGK inh = qHTS Assay to Find Inhibitors of Phosphoglycerate Kinase. 0.043% of 380,000 active. Potency, µM (highest dose often 57.5 µM), inactives show top-dose activity change, negative = inhibition, usual class: inhibitors. PGK/GAPDH coupled, Kinase-Glo luminescence, 60 min. Phosphoglycerate kinase, glycosomal (Trypanosoma brucei brucei), P07378; further: on the % scale 0 is the no-effect control and ±100 the full control effect; nearly all actives have a fitted effect of over 60% in size
# Target sequence (P07378 whole entry, looked up): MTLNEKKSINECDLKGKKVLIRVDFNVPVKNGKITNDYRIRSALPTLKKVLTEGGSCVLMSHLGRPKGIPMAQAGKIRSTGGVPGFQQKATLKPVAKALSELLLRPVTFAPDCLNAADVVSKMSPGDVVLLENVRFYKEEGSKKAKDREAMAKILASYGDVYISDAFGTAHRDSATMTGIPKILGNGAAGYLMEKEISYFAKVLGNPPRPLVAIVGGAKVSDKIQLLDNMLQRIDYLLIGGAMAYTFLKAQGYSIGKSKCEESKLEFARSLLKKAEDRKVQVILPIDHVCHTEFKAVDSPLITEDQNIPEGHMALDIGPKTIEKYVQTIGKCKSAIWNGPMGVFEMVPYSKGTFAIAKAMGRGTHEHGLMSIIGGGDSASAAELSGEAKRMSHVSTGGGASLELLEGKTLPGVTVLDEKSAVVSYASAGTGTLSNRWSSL
#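 Recombinant glycosomal PGK reaction used 1,3-bisphosphoglycerate generated in-well by GAPDH (100nM final) in 100mM TEA pH 7.6, 5mM MgCl2, 0.01% Tween-20. After 60 minutes at room temperature, ATP was read by Kinase-Glo Plus luminescence end-point.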
# HP1b binding inh = HTS for Inhibitors of HP1-beta Chromodomain Interactions with Methylated Histone Tails | AlphaScreen HP1-beta / biotin-H3K9me3 peptide binding | AID 540317, 2011 | Potency, µM (highest dose often 114 µM), for the others: at the highest dose activity change, negative = inhibition, hits mostly inhibitors | Chromobox protein homolog 1 (Homo sapiens), P83916 | 0.56% of 390,000 active; further: nearly all actives have a fitted effect of over 70% in size; inactives centre near 23
# Target sequence (P83916 whole entry, looked up): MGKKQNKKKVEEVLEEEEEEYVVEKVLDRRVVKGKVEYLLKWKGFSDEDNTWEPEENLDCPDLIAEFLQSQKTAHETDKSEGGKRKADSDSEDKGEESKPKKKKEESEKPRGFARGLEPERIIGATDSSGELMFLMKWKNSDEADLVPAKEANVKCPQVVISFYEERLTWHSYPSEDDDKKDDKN
#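 Compound inhibition of the preformed complex between 50 nM HP1-beta and 50 nM biotinylated H3K9me3 peptide was read by AlphaScreen. Buffer was PBS pH 7.4 with 0.01% Tween-20. Incubations ran 30 min at room temperature, with 10 ug/mL donor/acceptor beads.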
# BAZ2B block = qHTS Assay for Inhibitors of BAZ2B; AlphaScreen BAZ2B-H3K14Ac peptide displacement; Potency, µM (doses to about 114 µM), for the others: at the top dose activity change, negative = inhibition, hits mostly inhibitors; 4.4% of 360,000 active; AID 504333, 2011; further: on the % scale 0 is the no-effect control and ±100 the full control effect; nearly all actives have a fitted effect of over 60% in size
#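 In this displacement format the biotinylated H3(5-23) peptide acetylated at Lys14 serves as ligand at 50 nM, with BAZ2B at 50 nM in PBS pH 7.4 containing 0.01% Tween-20. Donor and acceptor beads are 10 ug/mL final.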
# GLS inhibitor = qHTS for Inhibitors of Glutaminase (GLS). GLS enzymatic activity, qHTS titration. Potency, µM (titrated, usually from 45.5 µM), inactives show top-dose activity change, negative = inhibition, actives largely listed as inhibitors. 0.21% of 410,000 active. AID 624170, 2012; further: on the % scale 0 is the no-effect control and ±100 the full control effect
#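 hKGA in 45 mM KH2PO4 pH 8.2, 0.02% Tween-20 with pin-transferred compounds; 1 mM L-glutamine (stock) plus glutamate oxidase/HRP/Amplex Red coupling added. Fluorescence read initially and after 30 min at RT.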
# Numbers without * were called inactive; i = inactive; ? = inconclusive; . = no result given; [ ] = remark or other dose. Unless noted, the call rests on the fitted dose curve; in most records, active means well fitted curve in the direction sought with a large enough effect; inconclusive means small, poorly fitted or top-dose-only effect, or another doubt; inactive means no such curve, though single readings can be large; an effect the other way counts as inactive or inconclusive. Potency means the concentration at half of the fitted maximal effect.
SMILES,JMJD2A Tudor,BLM inh,G9a inh,POLI inh,Pin1 inh,Tb PGK inh,HP1b binding inh,BAZ2B block,GLS inhibitor
CC1CC(C)CN(S(=O)(=O)c2ccc(C(=O)Nc3nnc(-c4cccs4)o3)cc2)C1 (centres undefined),-26%,-11%,-5%[59 µM],9%,-10%,10%,35%,?,-11%
CC1=C(C(N)=O)C(c2ccco2)C(C(N)=O)=C(C)N1,-2%,6%,56µM*,18%,-16%,-6%,41%[activator],?,-1%
Cc1ccc(Cn2c(=N)c(S(=O)(=O)c3ccc(C)cc3)cc3c(=O)n4ccccc4nc32)cc1,-5%,-1%,13%,?,1%,-1%,20%[57 µM],-1%,-2%
c1ccc(-n2cnnc2SCc2nc3ccccc3s2)cc1,-24%,-3%,?,11%,?,-7%,12%,-17%,-19%
OCCC1CN(Cc2cn[nH]c2C2CCCCC2)CCN1Cc1ccccc1 (centres undefined),-18%,-1%,.,0%,-11%,-2%,37%,-11%,-5%
OC1(C(F)(F)F)CC(c2ccc3ccccc3c2)=NO1 (centres undefined),-8%,-5%,27%,158%[activator],-1%,-5%,12%,-11%,0%
CC(=O)c1ccc(NC(=O)CSc2nccn2Cc2ccc3c(c2)OCO3)cc1,-32%,-1%,18%[59 µM],1%,?,9%,8%[57 µM],?,-13%
O=C(CN1CCN(S(=O)(=O)c2ccc(Cl)cc2)CC1)NCc1cccs1,-3%,.,-1%,24%,-12%,7%,11%,-4%,18%
CC1CN(C(=O)CSc2nnc(-c3cccs3)n2N)CC(C)O1 (centres undefined),16%,.,?,15%,4%,-1%,24%,-3%,4%
CC1=CC2=NC(=O)/C(=C\c3ccc(OC(=O)c4ccco4)cc3)C(=N)N2O1,-10%,-4%,-44%,31%[activator],8%,9%,20%,20%,1%
CCOC(=O)c1cc(S(=O)(=O)N2CC(C)CC(C)C2)cn1C (centres undefined),-9%,-2%,16%,26%,-3%,-4%,44%[activator],-4%,-1%
CCCC(=O)NCCc1ccc(F)cc1,-8%[57.1 µM],2%,-3%[59 µM],9%,6%,i,-7%,-6%,-2%
Cc1noc(C)c1C(=O)OCC(=O)/C=C1/N(C)c2ccccc2C1(C)C,-10%,.,.,21%,0%,1%,31%[activator],.,-3%
O=C(NC1CCCc2ccccc21)c1cc(S(=O)(=O)N2CCOCC2)ccc1F (centres undefined),-24%,0%,22%,20%,4%,-3%,50%[activator],.,-4%
COc1ccc(CCN2C(=O)CC(N3CCN(c4ccccn4)CC3)C2=O)cc1OC (centres undefined),-4%,0%,-3%[59 µM],5%,-6%,-3%,74%[activator],-13%,3%
Cc1cc(C)nc(SCC(N)=O)n1,-10%,-5%,.,-25%,-10%,-4%,-4%,3%,0%
CC(C)(C)N(Cc1ccccc1)C(=O)c1cccs1,-2%,-4%,1%,102%[activator],-2%,7%,29%,-7%,0%
Cc1cc(S(=O)(=O)Nc2ccccc2C(=O)O)ccc1Cl,-11%,-2%,19%[59 µM],17%,-11%,-8%,18%,3%,15%
Cn1c(SCC(=O)Nc2ccccc2Cl)nnc1C1CC1,-10%,-3%,-9%,-27%,0%,-1%,16%,-8%,0%
COc1ccc(C(=O)N[C@H](C(=O)OCCCOC(=O)[C@@H](NC(=O)c2ccc(OC)cc2)C(C)C)C(C)C)cc1,-19%,.,.,-11%,-2%,-9%,28%,.,15%
CCCNC(=O)c1ccc2c(=O)c(O)c(-c3ccc(F)cc3)[nH]c2c1,0%,-4%,24%[59 µM],21%,-6%,8%,62%[activator],-14%,-1%
O=C(CSc1ccc(Cl)cc1)N1N=CCC1c1ccccc1 (centres undefined),22%,-3%,.,115%[activator],-4%,-2%,44%[activator],17%,6%
Cc1ccc(C)c(NC(=O)c2ccc(=O)n(Cc3ccc(F)cc3)c2)c1,-16%,-1%,16%[59 µM],15%,?,2%,15%[57 µM],3%,-8%
O=C(c1ccccc1)n1nc(-c2ccco2)nc1NCc1cccs1,-3%,1%,5%[59 µM],5%,1%,-1%,38%[activator],-12%,-5%
FC(F)(F)c1nnc2ccc(NCc3cccnc3)nn12,0%,-1%,6%,-8%,-7%,-7%,38%,-9%,-2%

# 2 of these compounds, set out differently:
O=C(CN1CCN(S(=O)(=O)c2ccc(Cl)cc2)CC1)NCc1cccs1
  JMJD2A Tudor: -3%
  BLM inh: .
  G9a inh: -1%
  POLI inh: 24%
  Pin1 inh: -12%
  Tb PGK inh: 7%
  HP1b binding inh: 11%
  BAZ2B block: -4%
  GLS inhibitor: 18%

CCCC(=O)NCCc1ccc(F)cc1
  JMJD2A Tudor: -8%[57.1 µM]
  BLM inh: 2%
  G9a inh: -3%[59 µM]
  POLI inh: 9%
  Pin1 inh: 6%
  Tb PGK inh: i
  HP1b binding inh: -7%
  BAZ2B block: -6%
  GLS inhibitor: -2%

# Remaining list, next part.
SMILES,JMJD2A Tudor,BLM inh,G9a inh,POLI inh,Pin1 inh,Tb PGK inh,HP1b binding inh,BAZ2B block,GLS inhibitor
O=C(Cn1c(=O)n(-c2ccc(F)c(Cl)c2)c(=O)c2sc3ccccc3c21)NC1CCCC1,-2%,-4%,-31%[59 µM],29%,3%,-5%,40%[activator],4%,-5%
COc1ccc(/C(O)=C2/C(=O)C(=O)N(Cc3cccnc3)C2c2ccco2)cc1OC (centres undefined),25µM*,-1%,-8%,22%,-4%,-2%,-4%,-2%,-8%
COc1ccc(N2CCN(CCCNC(=O)C(=O)c3c[nH]c4ccccc34)CC2)cc1,28µM*,-3%,40µM*,15%,2%,-10%,50µM*,14µM*,22%
COc1cc(Br)c(Br)cc1N,-10%,-10%,25%[59 µM],24%,-5%,i,37%,-14%,3%
COc1ccccc1CC(=O)Nc1ccc(-c2noc(COc3ccc(Br)cc3)n2)cc1,0%,2%,2%[12.7 µM],20%,4%,-2%,14%,0%,-3%
C=CCNc1cc(C(F)(F)F)nc(-c2ccccn2)n1,-9%,-10%,-18%,9%,0%,5%,37%[activator],-2%,-6%
CC1(C)CC2CC(C)(CN2S(=O)(=O)c2ccc(C(=O)Nc3ccc(Cl)c(S(=O)(=O)N4CCOCC4)c3)cc2)C1 (centres undefined),-17%,-8%,-3%[59 µM],-11%,10%,i,17%,4%,-2%
Cc1ccc(C(=C2C3C=CC2C2C(=O)NC(=O)C32)c2ccc(C)cc2)cc1 (centres undefined),?,-17%,?,?,-5%,-6%,-3%,-29%,-3%
CCOC(=O)CSc1nc(Cc2ccccc2)nc2ccccc12,70%[activator],-3%,209%[activator],9%,-9%,-5%,196%[activator],85%[activator],5%
CCOc1ccccc1NC(=O)c1ccc(-n2cncn2)nc1,-6%,-3%,18%,8%,3%,-1%,43%[activator],0%,-10%
CCC(C)(NC(=O)Cc1c[nH]c2ccccc12)C(=O)NC1CCCCC1 (centres undefined),-9%,2%,-20%,-14%,9%,-6%,30%,7%,-2%
COC(=O)c1ccccc1NC(=O)c1sc2nc(C)cc(C)c2c1NC(=O)c1ccccc1OC,-4%,1%,5%[59 µM],2%,3%,-3%,-4%,3%,-18%
CC(=O)Nc1c(C(=O)O)[nH]c2ccccc12,-7%,-8%,-47%,-5%,-1%,-1%,35%,13%,13%
CSc1ccc(CN2CCN(CCC(C)C)C(CCO)C2)cc1 (centres undefined),-6%,-2%,?,20%,-1%,2%,31%,-15%,-2%
Cc1cccc(OCCSc2nc3ccc(NC(=O)c4cccs4)cc3s2)c1,-9%,-7%,19%[59 µM],3%,22%,i,57%[activator],?,-18%
CCCn1c2c(c(O)c(C(=O)Nc3nccs3)c1=O)CCCC2,-8%,0%,39%,6%,9%,7%,44%[activator],-4%,11%
O=C(Nc1ccc2c(c1)OCCO2)N1CCOCC1,0%,-2%,17%[12.7 µM],18%,-3%,-3%,49%[activator],-7%,-15%

# Some of these compounds in order of the JMJD2A Tudor value, low to high.
SMILES	JMJD2A Tudor	BLM inh	G9a inh	POLI inh	Pin1 inh	Tb PGK inh	HP1b binding inh	BAZ2B block	GLS inhibitor
COc1cc(Br)c(Br)cc1N	-10%	-10%	25%[59 µM]	24%	-5%	i	37%	-14%	3%
Cc1cccc(OCCSc2nc3ccc(NC(=O)c4cccs4)cc3s2)c1	-9%	-7%	19%[59 µM]	3%	22%	i	57%[activator]	?	-18%
CC(=O)Nc1c(C(=O)O)[nH]c2ccccc12	-7%	-8%	-47%	-5%	-1%	-1%	35%	13%	13%
CCOc1ccccc1NC(=O)c1ccc(-n2cncn2)nc1	-6%	-3%	18%	8%	3%	-1%	43%[activator]	0%	-10%
COC(=O)c1ccccc1NC(=O)c1sc2nc(C)cc(C)c2c1NC(=O)c1ccccc1OC	-4%	1%	5%[59 µM]	2%	3%	-3%	-4%	3%	-18%
O=C(Cn1c(=O)n(-c2ccc(F)c(Cl)c2)c(=O)c2sc3ccccc3c21)NC1CCCC1	-2%	-4%	-31%[59 µM]	29%	3%	-5%	40%[activator]	4%	-5%
COc1ccccc1CC(=O)Nc1ccc(-c2noc(COc3ccc(Br)cc3)n2)cc1	0%	2%	2%[12.7 µM]	20%	4%	-2%	14%	0%	-3%

# The list is partial. The share of hits here may be higher or lower than overall.
